M4 PAM – human M4 muscarinic receptor positive allosteric modulators, primary screen, CHO-K1 cells, Fluo-8 calcium fluorescence | Muscarinic acetylcholine receptor M4 (Homo sapiens), P08173 | CHO-K1 hM4/Gqi5, ACh EC20; 0% = ACh EC20, 100% = maximal ACh | activation, % at 3 µM | 0.4% of 360,000 active | AID 624126, 2012;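 active means activation above its plate's cutoff, the mean activation of sample wells plus 3 SD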; further: some results filed as inactive read as strong as hits
Target sequence (P08173 whole entry, looked up): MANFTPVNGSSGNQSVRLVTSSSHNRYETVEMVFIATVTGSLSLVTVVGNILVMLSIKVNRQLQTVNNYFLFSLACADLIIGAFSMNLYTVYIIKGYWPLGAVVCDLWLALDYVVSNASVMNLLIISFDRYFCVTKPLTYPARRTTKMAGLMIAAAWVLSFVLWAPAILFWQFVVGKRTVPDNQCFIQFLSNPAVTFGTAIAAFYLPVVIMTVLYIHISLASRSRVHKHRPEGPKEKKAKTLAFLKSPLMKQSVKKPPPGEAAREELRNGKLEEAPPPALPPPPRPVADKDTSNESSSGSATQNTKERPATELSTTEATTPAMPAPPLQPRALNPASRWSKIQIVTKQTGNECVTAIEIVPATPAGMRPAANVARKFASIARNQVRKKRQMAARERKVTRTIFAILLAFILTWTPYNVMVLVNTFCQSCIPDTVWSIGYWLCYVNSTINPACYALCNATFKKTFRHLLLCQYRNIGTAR
CRFR2-BP antag – antagonists of CRF-BP/CRF-R2 complex, primary screen, cell-based, HEK293, calcium dye fluorescence, uHTS | CRF-induced calcium fluorescence | inhibition, % at 11.8 µM | 0.59% of 350,000 active | AID 588475, 2011;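 active means inhibition of the ligand-induced calcium signal above about 50% at the single tested concentration, limit read from the data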
CRFBP-R2 agonist – agonists of CRF-BP/CRF-R2 complex, primary screen, cell-based, HEK293, calcium dye fluorescence, uHTS; CRF-binding protein / CRF receptor 2 complex (human); calcium dye fluorescence (FLIPR); percent of saturating CRF peptide response; activation, % at 13.2 µM; 0.46% of 350,000 active; AID 588473, 2011;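 active means activation of at least 50%, plus an integration ratio under a set limit after plate pattern correction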;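 further: plate controls were neutral control wells without compound for no effect and CRF at EC100 for full effect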
TAAR1 agonist – human TAAR1 agonists, primary screen, Fluo-8 calcium fluorescence, CHO RD-HGA16 cells. 0.99% of 360,000 active. vehicle wells 0%, saturating PEA agonist 100%. activation, % at 3 µM. Trace amine-associated receptor 1 (Homo sapiens), Q96RJ0;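 active means activation above the mean activation of all test compounds in the run plus 3 SD, cut at about 38% in these data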
Target sequence (Q96RJ0 whole entry, looked up): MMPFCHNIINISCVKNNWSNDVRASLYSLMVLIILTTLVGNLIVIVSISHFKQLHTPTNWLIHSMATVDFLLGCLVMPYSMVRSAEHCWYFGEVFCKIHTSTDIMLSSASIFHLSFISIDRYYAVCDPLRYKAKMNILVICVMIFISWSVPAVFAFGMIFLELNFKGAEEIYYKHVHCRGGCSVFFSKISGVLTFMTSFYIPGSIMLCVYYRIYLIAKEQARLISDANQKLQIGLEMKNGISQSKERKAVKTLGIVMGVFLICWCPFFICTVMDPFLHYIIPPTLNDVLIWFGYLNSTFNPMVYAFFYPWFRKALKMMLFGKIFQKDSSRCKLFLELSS
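Signal – calcium-sensitive Fluo-8 signal, excitation 470-495, emission 515-575 nm · System – RD-HGA16 (CHO) cells co-expressing Gα16 and hTAAR1 · Incubation – 17-24 h seeding, 75 min 37 °C dye, 30 min RT · Compound dosing – 3 µM single concentration · Repeats – no replicates (n 1)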
TAAR1 antag – human TAAR1 antagonists, primary screen, Fluo-8 calcium fluorescence, CHO RD-HGA16 cells; Trace amine-associated receptor 1 (Homo sapiens), Q96RJ0; antagonist; inhibition, % at 3 µM; 1.5% of 360,000 active;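 active means inhibition above a per-plate cutoff, the mean inhibition of test compounds on that plate plus 3 SD, cut at about 49% in these data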;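 further: 0% = DMSO plus EC80 beta-PEA response and 100% = DMSO alone without agonist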
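Material: CHO RD-HGA16 cells bearing hTAAR1; compound dosing: one-point dosing, 3 µM nominal final; schedule: dye loading 75 min at 37 °C, then 30 min room temperature; measured by: calcium fluorescence with Fluo-8; control set: vehicle and agonist controls; replication: n of 1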
CHRM5 agonist – human M5 muscarinic receptor agonists, primary screen, CHO-K1 cells, Fluo-8 calcium fluorescence; activation, % at 3 µM; CHO-K1 hM5 cells; 0% DMSO wells, 100% maximal acetylcholine response; 0.19% of 360,000 active;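 active means activation above the run's mean over test compounds plus 3 SD, cut at about 23% in these data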;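 further: signal is peak over basal fluorescence ratio across the kinetic read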
CHRM5 antagonist – human M5 muscarinic receptor antagonists, primary screen, CHO cells, Fluo-8 calcium fluorescence. Muscarinic acetylcholine receptor M5 (Homo sapiens), P08912. CHO-hM5 cells, ACh EC80. inhibition, % at 3 µM. 0.59% of 360,000 active;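 active means inhibition above a per-plate cutoff, the mean of that plate's test compounds plus 3 SD, cut at about 27% in these data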;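 further: 0% = acetylcholine EC80 with DMSO and 100% = DMSO without agonist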
CHO-K1 Ca PAM – nonselective calcium activators in parental CHO-K1 cells, primary screen, counter-screen for M1 PAM project, cell-based, Fluo-8 calcium fluorescence, full deck, 1536-well; ATP EC20; 0% at ATP EC20, 100% at ATP max; activation, % at 3 µM; 0.02% of 360,000 active;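 active means activation above the run cutoff, the mean activation of all test compounds plus 3 SD, cut at about 40% in these data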;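 further: peak over basal fluorescence ratio in a 140 s read after ATP addition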
CHRM5 PAM – human M5 muscarinic receptor positive allosteric modulators, primary screen, CHO-K1 cells, Fluo-8 calcium fluorescence; Muscarinic acetylcholine receptor M5 (Homo sapiens), P08912; CHO-K1 hM5, ACh EC20 PAM; 0% = ACh EC20, 100% = ACh EC100; activation, % at 3 µM; 0.3% of 360,000 active;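 active means activation above the run cutoff, the mean activation of all test compounds plus 3 SD, cut at about 18% in these data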
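Probe or stimulus: acetylcholine, EC20 level; Assay system: human M5 receptor in CHO-K1 cells; Schedule: compound preincubation 140 s before EC20 acetylcholine addition; Technique: intracellular calcium via Fluo-8 fluorescence; Dosing: single-point, 3 µM nominal; Read-out basis: percent activation from peak-over-basal fluorescence ratio, scaled EC20-to-EC100 acetylcholine; Repeats: one well per compound, no replicates.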
An asterisk follows results filed as active; x = no result given.

Structure	M4 PAM	CRFR2-BP antag	CRFBP-R2 agonist	TAAR1 agonist	TAAR1 antag	CHRM5 agonist	CHRM5 antagonist	CHO-K1 Ca PAM	CHRM5 PAM
O=C(CSCC(=O)NCc1ccco1)NCc1ccco1	5	6	-1.2	8	-4	3	7	8	-5
COc1cc2nc(CSc3ncn[nH]3)[nH]c(=O)c2cc1OC	4	27	-0.5	0	9	-3	-2	14	-5
c1ccc(Cn2ccnc2C2OCCO2)cc1	7	-8	2.2	1	-8	0	3	22	-4
N#CCCN(C(=O)COC(=O)C12CC3CC(CC(O)(C3)C1)C2)c1ccc(F)cc1	3	-6	1.7	2	-2	5	-1	-5	3
CCOC(=O)c1cccc(NC(=O)C2(S(=O)(=O)c3ccc(C)cc3)CC2)c1	-4	10	-0.8	x	x	-3	17	17	-7
CCOC(=O)c1cc(-c2csc(COc3ccccc3)n2)on1	-11	-12	-0.2	5	23	-3	11	14	-2
COc1cccc(NC(=O)C2CCN(C(=O)NC3CCCCC3)CC2)c1	13	5	-1.1	-3	6	-3	18	0	-5
O=C(NC1CCCC1)C(c1ccncc1)N(C(=O)c1csnn1)c1ccc(F)c(Cl)c1 (centres undefined)	4	-9	0.4	-1	-9	-2	3	2	-3
Cn1nc(-c2ccccc2)c(CO)c1Oc1cccc(C(F)(F)F)c1	-10	-18	14	16	12	15	11	6	-13
O=C(COC(=O)C1CCN(S(=O)(=O)c2cccs2)CC1)NCc1ccc(F)cc1	-4	5	-0.4	3	-11	1	17	2	-10
CCCCCC(=O)Nc1ccc(C2C(=O)c3ccccc3C2=O)cc1	-10	-14	-3.5	0	-6	-3	14	-26	-10
O=C(c1ccc(CN2CCOCC2)cc1)N1CCN(c2ccccc2)CC1	-12	22	-1.4	11	-2	4	-3	-8	3
CC(Oc1ccc2c(c1)oc(=O)c1ccccc12)C(=O)NCCN1CCOCC1 (centres undefined)	3	8	0.7	1	-3	0	1	9	-4
O=C(COc1ccc(Cl)cc1)NCC(=O)N1CCC2(CC1)NCCc1[nH]cnc12	-5	6	0.4	3	-22	-3	4	-2	-2
COc1ccc(NCc2ccccc2[N+](=O)[O-])cc1OC	3	22	-1.0	1	-15	-3	-1	19	-1
O=C(NC1CCS(=O)(=O)C1)OC1CCCCC1 (centres undefined)	22	-3	0.1	3	-14	0	-4	1	3
COc1ccnc2c1c(=O)n(Cc1cccc(Cl)c1)c(=O)n2C	-3	-6	1.3	8	-40	-2	3	-7	-8
CC(=O)N1c2ccc(S(=O)(=O)N3CCCC3)cc2CC1C(=O)NCc1ccccc1F (centres undefined)	2	22	0.9	3	-4	-1	10	17	-1
CC(=O)NC(c1cc(F)c2cccnc2c1O)C1CC1 (centres undefined)	9	-6	-0.2	16	4	3	7	0	2
COC(=O)[C@@]12C[C@@H](CC(=O)NCC3CCCCC3)C(=O)N(Cc3ccc4c(c3)OCO4)C1=CCC(C)(C)C2	-2	x	x	1	-12	-2	9	x	0
Cn1ccnc1SCc1ccc([N+](=O)[O-])cc1	5	8	-0.8	1	15	-3	-6	13	4
COc1ccc(NC(=O)COc2coc(CN3CCCc4ccccc43)cc2=O)cc1	0	8	3.5	-1	-19	2	4	-28	0
CC(C)OC(=O)CCC(=O)Nc1nc2ccccc2s1	-3	-12	40	2	-13	2	3	-2	-2
C=CCc1cc(C)ccc1OCCOCCn1ccnc1	-6	7	-1.0	1	8	-4	6	-12	-6
COC(=O)c1cc(OC)c(OC)cc1NCC(=O)Nc1ccc(OC)c(OC)c1	4	8	-1.2	1	8	-3	-5	24	5
CCOC(=O)C1(CC2CC2)CCN(Cc2cnc(N(C)C)s2)CC1	4	-12	0.7	6	-15	-15	10	22	-6
Nc1ncnc2c1ncn2[C@@H]1O[C@H](CNCc2ccccc2OCc2ccc(Cl)cc2Cl)[C@@H](O)[C@H]1O	-3	2	-0.1	3	-4	1	1	-6	-2
CC(C)(C)c1ccc(C(=O)CS(=O)(=O)c2ccccc2)cc1	-3	77*	3.7	5	7	-1	3	20	-5
CCn1c(-c2cccc(Cl)c2)n[nH]c1=S	1	23	-1.6	2	-30	-2	-1	1	0
COc1cccc(N2CCN(c3ccc4nnc(CCC(=O)Nc5ccccn5)n4n3)CC2)c1	2	-4	1.0	1	-19	0	-3	-1	-2
COc1ccc(C2CC(c3ccccc3)=NN2C(=O)COC(=O)COc2ccccc2)cc1 (centres undefined)	-3	-11	4.3	5	1	-2	18	1	-5
CCOc1ccc(N(CC(=O)NC2CCCC2)C(=O)CCCC(=O)Nc2ccccn2)cc1	2	18	0.8	0	-14	-1	12	19	1
Cc1ccc(NC(=O)c2ccc(=O)[nH]n2)cc1S(=O)(=O)Nc1ccc(SC(F)F)cc1	4	-8	0.3	2	29	1	17	-9	-17
C/C(=N\NC(=O)COc1ccc(C#N)cc1)c1ccc(N2CCOCC2)cc1	-1	27	-2.2	2	-14	-6	-4	24	2
COC(c1ccccc1)c1nnc(CCC(=O)N(C)Cc2cccc(-n3cccn3)c2)o1 (centres undefined)	1	-4	-5.8	6	5	-1	10	25	2
CCCCC[C@@H]1C=C(C(=O)O)[C@H](c2ccc(F)cc2)N1S(=O)(=O)c1ccc(C)cc1	5	21	-3.8	-1	6	-1	-1	7	1

A draw from above in order of formula weight, largest number first:
Structure	M4 PAM	CRFR2-BP antag	CRFBP-R2 agonist	TAAR1 agonist	TAAR1 antag	CHRM5 agonist	CHRM5 antagonist	CHO-K1 Ca PAM	CHRM5 PAM
Cc1ccc(NC(=O)c2ccc(=O)[nH]n2)cc1S(=O)(=O)Nc1ccc(SC(F)F)cc1	4	-8	0.3	2	29	1	17	-9	-17
COc1cccc(N2CCN(c3ccc4nnc(CCC(=O)Nc5ccccn5)n4n3)CC2)c1	2	-4	1.0	1	-19	0	-3	-1	-2
CCOc1ccc(N(CC(=O)NC2CCCC2)C(=O)CCCC(=O)Nc2ccccn2)cc1	2	18	0.8	0	-14	-1	12	19	1
COc1ccc(C2CC(c3ccccc3)=NN2C(=O)COC(=O)COc2ccccc2)cc1 (centres undefined)	-3	-11	4.3	5	1	-2	18	1	-5
CCCCC[C@@H]1C=C(C(=O)O)[C@H](c2ccc(F)cc2)N1S(=O)(=O)c1ccc(C)cc1	5	21	-3.8	-1	6	-1	-1	7	1
COC(c1ccccc1)c1nnc(CCC(=O)N(C)Cc2cccc(-n3cccn3)c2)o1 (centres undefined)	1	-4	-5.8	6	5	-1	10	25	2
COC(=O)c1cc(OC)c(OC)cc1NCC(=O)Nc1ccc(OC)c(OC)c1	4	8	-1.2	1	8	-3	-5	24	5
C/C(=N\NC(=O)COc1ccc(C#N)cc1)c1ccc(N2CCOCC2)cc1	-1	27	-2.2	2	-14	-6	-4	24	2
CC(C)(C)c1ccc(C(=O)CS(=O)(=O)c2ccccc2)cc1	-3	77*	3.7	5	7	-1	3	20	-5
CC(C)OC(=O)CCC(=O)Nc1nc2ccccc2s1	-3	-12	40	2	-13	2	3	-2	-2
CCn1c(-c2cccc(Cl)c2)n[nH]c1=S	1	23	-1.6	2	-30	-2	-1	1	0

(listing goes on)
Structure	M4 PAM	CRFR2-BP antag	CRFBP-R2 agonist	TAAR1 agonist	TAAR1 antag	CHRM5 agonist	CHRM5 antagonist	CHO-K1 Ca PAM	CHRM5 PAM
CC(=O)c1ccc(N2CCN(CC(=O)NCc3ccccc3)CC2)cc1	-5	1	-1.4	3	0	0	6	-7	-4
CCOc1ccc(NC(=O)NC2CCOC(C)(C)C2)cc1 (centres undefined)	9	-7	0.0	8	-13	0	-5	5	2
CCOC(=O)C1CCN(C(=O)Cc2ccc(C)cc2)CC1	1	0	-0.9	2	-1	-6	-10	9	-5
CC1(C)Cc2c(sc(/N=C/N3CCCCC3)c2C#N)C(C)(C)N1	2	0	-0.7	7	-7	1	-1	17	-5
CC1CCCN(CCCOc2ccccc2-c2ccccc2)C1 (centres undefined)	-14	-18	-3.1	4	-2	-14	12	-5	-10
Cc1cc(F)ccc1NC(=O)Cn1c(C)csc1=O	8	13	-0.1	-1	6	2	-1	1	1
Cc1ccc(/C([O-])=C(/C(=S)Nc2ccc(SC(F)F)cc2)[n+]2ccccc2)cc1[N+](=O)[O-]	-2	16	-3.1	10	-5	-8	6	25	-1
CCOC(=O)C1CCN(C(=O)Cn2cccc2C(=O)c2ccccc2)CC1	3	7	-2.4	18	-23	3	1	15	-1
Cc1ccc(Nc2ncnc3ccccc23)cc1	6	4	-3.2	3	-12	-3	18	-1	-8
COc1ccccc1CC(=O)NCCc1ccc(S(N)(=O)=O)cc1	-2	-16	-5.0	2	7	3	2	7	-1
CCNC(=O)COC(=O)c1cc(-c2ccco2)nc2ccccc12	-6	6	-0.1	2	-5	2	9	13	-3
CCCc1cc(=O)[nH]c(SCC(=O)c2c(N)n(CC(C)C)c(=O)n(C)c2=O)n1	25*	2	1.1	2	-2	-1	-2	22	-5
COc1ccc(C2SCC(=O)N2c2c(C)n(C)n(-c3ccccc3)c2=O)cc1 (centres undefined)	5	0	-2.9	-2	-9	1	0	-4	-4
COc1cccc2sc(N(CCCN(C)C)C(=O)c3ccc(S(=O)(=O)N4CCc5ccccc5C4)cc3)nc12	1	-8	-0.3	31	28	-4	-20	12	15
COC(=O)C1=C(C)N(Cc2cccnc2)C(=O)/C1=C\c1sccc1C	4	1	-7.6	4	-1	-10	-9	33	11
Oc1cc(O)cc(/C=C/c2ccc(O)c(O)c2)c1	4	-3	-2.4	0	-7	18	4	-9	-9

Look-ups from the list:
COc1cccc2sc(N(CCCN(C)C)C(=O)c3ccc(S(=O)(=O)N4CCc5ccccc5C4)cc3)nc12 in CRFBP-R2 agonist → -0.3
Oc1cc(O)cc(/C=C/c2ccc(O)c(O)c2)c1 in CHRM5 antagonist → 4

Screens: PubChem BioAssay, several laboratories

Random draw from the library; 4.2% or so of the library scored in one or more.
